High-throughput results: PubChem, several laboratories
BH1578 lux ind: induces V. cholerae light production without autoinducers; activation, % at 18.7 µM; V. cholerae BH1578 lux reporter, luminescence, 6 h; hit rate 0.16% among 350,000; in the data active means activation mostly above about 9.7%, no sharp cut-off; inconclusive means no clear call, values can overlap the other calls; inactive means mostly below about 3.7%; further: not every result past the cut was called active; inactives centre near 0; reference of the scale not given here
PfHsp40 yeast: restores yeast growth despite PfHsp40 toxicity | S. cerevisiae expressing PfHsp40, growth rescue, ATP luminescence | hit rate 0.68% among 340,000 | growth rescue, % at 12.5 µM; in the data active means growth rescue above about 28%, passing the limit was not always enough; inconclusive means no clear call, values can overlap the other calls;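 further: yeast W303a lacking pdr1 and pdr3 grown in galactose medium; growth measured after three days at 30 °C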
VHR inh abs: inhibitors of human VHR1 phosphatase (DUSP3); AID 1654; inhibition, % at 13.3 µM; recombinant VHR phosphatase, pNPP absorbance; hit rate 0.52% among 290,000; in the data active means inhibition above about 50%; further: some compounds called inactive have numbers as strong as hits
Target sequence (P51452 whole entry, looked up): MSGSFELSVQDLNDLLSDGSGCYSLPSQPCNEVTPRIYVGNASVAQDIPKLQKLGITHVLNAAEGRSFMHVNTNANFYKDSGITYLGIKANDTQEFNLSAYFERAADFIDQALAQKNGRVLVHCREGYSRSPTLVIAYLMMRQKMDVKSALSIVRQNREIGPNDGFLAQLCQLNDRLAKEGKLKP
Anthrax LF inh2: blocks Bacillus anthracis lethal factor protease; P15917; multiplex microsphere protease cleavage assay, LF; inhibition, % at 10 µM; hit rate 0.12% among 360,000; AID 588501; further: plate controls were buffer without enzyme for full effect and enzyme alone for no effect
Target sequence (P15917 whole entry, looked up): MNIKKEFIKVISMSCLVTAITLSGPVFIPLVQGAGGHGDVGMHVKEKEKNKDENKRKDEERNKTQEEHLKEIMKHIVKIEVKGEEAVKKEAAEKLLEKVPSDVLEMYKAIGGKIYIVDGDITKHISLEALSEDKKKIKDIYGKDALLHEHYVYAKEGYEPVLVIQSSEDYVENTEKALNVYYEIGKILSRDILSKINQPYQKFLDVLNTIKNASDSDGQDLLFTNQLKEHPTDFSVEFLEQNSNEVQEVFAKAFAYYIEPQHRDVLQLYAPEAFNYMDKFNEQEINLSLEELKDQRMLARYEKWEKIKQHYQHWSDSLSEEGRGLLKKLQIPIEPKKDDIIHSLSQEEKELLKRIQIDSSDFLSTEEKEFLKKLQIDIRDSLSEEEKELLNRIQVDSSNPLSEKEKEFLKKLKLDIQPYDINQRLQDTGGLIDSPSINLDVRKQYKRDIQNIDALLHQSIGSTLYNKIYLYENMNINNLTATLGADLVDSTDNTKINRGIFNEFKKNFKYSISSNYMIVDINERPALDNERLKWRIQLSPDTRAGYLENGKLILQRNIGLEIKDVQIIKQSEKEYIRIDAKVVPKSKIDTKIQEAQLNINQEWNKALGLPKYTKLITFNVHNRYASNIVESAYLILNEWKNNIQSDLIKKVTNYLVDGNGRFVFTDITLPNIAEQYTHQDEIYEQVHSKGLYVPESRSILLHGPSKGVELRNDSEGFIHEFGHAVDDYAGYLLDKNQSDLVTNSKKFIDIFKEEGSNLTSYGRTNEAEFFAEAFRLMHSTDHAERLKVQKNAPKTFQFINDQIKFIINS
CCHFV vOTU inh: blocks the CCHF virus ovarian tumor domain protease; CCHFV vOTU protease, Pep-AMC fluorescence; hit rate 0.55% among 370,000; AID 651958; inhibition, % at 11.5 µM; in the data active means inhibition above about 30%; further: 0% = vehicle wells with enzyme and 100% = no enzyme wells
SSB-PriA inh: K. pneumoniae PriA-SSBct interaction inhibition; AID 1272365; inhibition, % at 33 µM; hit rate 0.6% among 430,000; AlphaScreen SSBct-PriA binding, biotinylated peptide; in the data active means inhibition mostly above about 37%, no sharp cut-off; inactive means mostly below about 20%;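 further: plate controls were negative control peptide for no effect and reference peptide for full effect; strong numbers were not always called active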
Y pestis TopoI: Y. pestis Topo-I inhibition via cleavage products | Y. pestis Topo-I cleavage product accumulation, plate reader | activity, % at 10 µM | hit rate 0.064% among 360,000; in the data active means activity above about 50%, passing the limit was not always enough; inconclusive means no clear call, values can overlap the other calls; further: inactives centre near 2
BoNT A protease: inhibitors of Botulinum neurotoxin A light chain protease; multiplex microsphere protease substrate cleavage, flow cytometry; inhibition, % at 10 µM; hit rate 0.17% among 360,000; AID 588499; further: plate controls were buffer without enzyme for full effect and enzyme alone for no effect
TcdB GH inh: inhibitors of Clostridioides difficile toxin B glycohydrolase; inhibition, % at 9.99 µM; hit rate 0.24% among 350,000; TcdB glycohydrolase enzymatic assay, plate reader; P18177; in the data active means inhibition above about 10%
SARS 3CLpro inh: SARS-CoV 3CLpro protease inhibition. inhibition, % at 6 µM. AID 1706. hit rate 0.14% among 290,000. P0C6X7. recombinant SARS-CoV 3CLpro, quenched FRET peptide cleavage; in the data active means inhibition above about 12%
An asterisk follows results filed as active; i = inactive; ? = inconclusive; / = not tested or not shown; & = joins results of further samples. Unless noted, no stated cut-off is given here; in the data, active means inhibition above about 30%; inconclusive means no clear call, values can overlap the other calls; inactive means below that.

(1) Cc1cc(C(=O)OCC(=O)NC(C)c2ccccc2)c(C)o1 (stereo not drawn)
(2) O=C(N/N=C/c1ccccc1OC(=O)c1ccc2c(c1)OCO2)c1ccccc1
(3) C[C@@H]1CN([C@@H](C)CO)C(=O)c2c(c3ccccc3n2C)-c2ccccc2CO[C@H]1CN(C)C(=O)C1CC1
(4) COc1ccccc1N1CCN(CCN2C(=O)CC3(CCCC3)CC2=O)CC1
(5) CC(=O)n1cc(/C=N/NC(=O)c2ccc([N+](=O)[O-])cc2)c2ccccc21
(6) CCOC(=O)C[C@H]1c2ccccc2S(=O)(=O)N1Cc1cccc(C(F)(F)F)c1
(7) COc1ccccc1NC(=O)CSc1nnc(CNC(=O)c2ccco2)n1C
(8) CSc1ncnc2c1ncn2CC(=O)C1CCC2C3CCC4=CC(=O)CCC4(C)C3CCC12C (stereo not drawn)

Assay by compound	1	2	3	4	5	6	7	8
BH1578 lux ind	i	-0.2	i	-3.8	-0.5	i	-0.5	/
PfHsp40 yeast	-0.2	0.6	/	-0.1	/	1.7	-1.7	2.5
VHR inh abs	14	4	/	/	17	/	3	/
Anthrax LF inh2	-2	1	-2	1	3	-7	-2	-7
CCHFV vOTU inh	6	-11	-2	3	1	9	-2	10
SSB-PriA inh	-5	/	/	-4	/	-45	1	-8
Y pestis TopoI	1	18	35	7	-18	7	5	19
BoNT A protease	0.0	-0.3	-0.4	0.0	0.6	0.2	0.6	0.2
TcdB GH inh	0.6	0.0	0.7	0.3	-0.2	3.8	-1.0	-0.6
SARS 3CLpro inh	0	-1	/	/	-3	/	-2	/

(9) O=C(O)c1n[nH]c2c1CC(C1CCCCC1)CC2 (stereo not drawn)
(10) CCOc1ccc(NS(=O)(=O)c2ccc(C(=O)NCC(C)(C)N3CCOCC3)cc2)cc1
(11) C=CCNC(=O)NC(=O)CSc1nc2cc([N+](=O)[O-])ccc2n1-c1cccc(C(F)(F)F)c1
(12) CCCOC(=O)C1C2C=CC3(CN(c4ccc(Cl)c(F)c4)C(=O)C13)O2 (stereo not drawn)
(13) COc1ccc(-n2c(-c3ccccc3)cc3c2CCCC3=O)cc1
(14) CCN1CCCC1Cn1cnc2c([nH]c3ccc(C)cc32)c1=O (stereo not drawn)
(15) Nn1c(SC/C=C/c2ccccc2)nnc1-c1ccco1
(16) O=C(NCc1ccco1)C(=O)c1cn(CC(=O)N2CCCCC2)c2ccccc12

Assay by compound	9	10	11	12	13	14	15	16
BH1578 lux ind	i	i	8.3	-0.2	i	i	-0.3	-0.7
PfHsp40 yeast	0.6	1.2	-1.2	0.9	134*	0.8	0.6	2.6
VHR inh abs	/	/	0	19	10	2	36	18
Anthrax LF inh2	0	-4	0	-2	-4	0	1	-1
CCHFV vOTU inh	5	-2	8	12	/	-25	-10	3
SSB-PriA inh	-6	4	15	-8	37	-7	-11	6&2
Y pestis TopoI	2	-6	18	-3	11	0	-4	5
BoNT A protease	0.3	-0.2	0.1	-0.6	?	-1.2	0.3	2.8
TcdB GH inh	0.7	1.1	0.2	1.5	1.2	/	/	0.5
SARS 3CLpro inh	/	/	-1	3	1	0	5	2

(17) COCC(C)NS(=O)(=O)c1ccc(OC)cc1 (stereo not drawn)
(18) CCOC(=O)c1cc(C)n(CCc2cnc[nH]2)c1C
(19) Cn1c(=O)c2ncn(CC(=O)NCCOc3ccc(C(C)(C)C)cc3)c2n(C)c1=O
(20) O=C(c1cc(S(=O)(=O)N2CCN(c3ccccc3)CC2)ccc1Cl)N1CCCC(C(F)(F)F)C1 (stereo not drawn)
(21) CCCCN(C(=O)c1[nH]c(C)c(C(C)=O)c1C)c1c(N)n(CCCC)c(=O)[nH]c1=O
(22) Cc1c(-c2nc(N)nc(Nc3ccccc3F)n2)oc2ccccc12
(23) CCN(CC)S(=O)(=O)c1cccc(-c2nnc(SCC(N)=O)n2C)c1
(24) Cc1oc(-c2ccccc2)cc1C(=O)Nc1cccc(/C=C/C(=O)O)c1

Assay by compound	17	18	19	20	21	22	23	24
BH1578 lux ind	i	i	0.6	-0.7	i	7.1	-0.5	i
PfHsp40 yeast	0.1	-2.2	-1.0	1.8	0.3	-0.3	-0.9	-0.9
VHR inh abs	16	13	-1	/	/	40	-4	9
Anthrax LF inh2	-1	0	2	-5	-2	-4	0	-4
CCHFV vOTU inh	8	11	2	1	3	1	-11	11
SSB-PriA inh	-11	1	-13	0	-6	0	2	-6
Y pestis TopoI	2	1	10	-3	3	13	11	6
BoNT A protease	6.3	-0.7	0.3	-4.5	1.6	-2.6	-0.2	0.4
TcdB GH inh	/	/	/	-0.7	1.2	/	1.7	1.9
SARS 3CLpro inh	3	6	-1	/	/	7	2	1

(25) O=C(O)COc1ccc(/C=C/c2nc(-c3ccccc3O)n[nH]2)cc1
(26) Cc1cccc(C)c1NC(=O)N1CCN(C2CCCCC2)CC1
(27) Oc1ccc(N=Nc2n[nH]c(-c3ccccc3)n2)cc1
(28) Cc1ccccc1Oc1ncnc2sccc12
(29) CCc1ccc(-c2nnn(Cc3nc4ccccc4s3)n2)cc1
(30) COc1cccc(-c2nc(CS(=O)CC(=O)NC3CCCC3)c(C)o2)c1 (stereo not drawn)
(31) CSc1cccc(NC(=O)COC(=O)c2ccccn2)c1
(32) COC(=O)C1C(=O)C2=C(CC1C)NC(=O)CC2c1cccc(C)c1 (stereo not drawn)

Assay by compound	25	26	27	28	29	30	31	32
BH1578 lux ind	-0.7	/	-1.0	i	-2.0	-1.0	i	2.2
PfHsp40 yeast	0.0	0.7	7.9	-1.1	0.4	-0.9	-1.5	-0.2
VHR inh abs	23	9	21	10	0	36	/	28
Anthrax LF inh2	-11	-2	5	-17	-4	-4	-8	0
CCHFV vOTU inh	3	3	1	4	0	-4	-5	2
SSB-PriA inh	-14	9	12	-13	-28	-1	-27	-21
Y pestis TopoI	4	4	-2	5	11	-9	-3	-2
BoNT A protease	-1.4	0.7	1.1	4.0	0.7	-0.2	-0.1	0.1
TcdB GH inh	-1.1	/	/	/	/	-0.2	0.4	/
SARS 3CLpro inh	0	5	-2	-7	1	-2	/	-1

(33) COc1ccc(/C=C(\NC(=O)c2ccccc2)C(=O)NNC(=O)CCN2CCOCC2)cc1
(34) O=C(Nc1ccccc1)N(c1ccccc1)C1C=CS(=O)(=O)C1 (stereo not drawn)
(35) CC12CCC(C(=O)N(c3ccccn3)c3ccccn3)(OC1=O)C2(C)C (stereo not drawn)
(36) CC(=O)Nc1cc(Cl)ccc1OS(=O)(=O)c1ccc(C)cc1
(37) Cc1cc(N(C)Cc2ccccc2)nc(-c2ccccc2)n1
(38) CC(C)(C)c1ccc(CC(=O)N2CCC2(C)C(=O)NS(=O)(=O)c2cccc(C#N)c2)cc1 (stereo not drawn)
(39) O=C(CSc1nc2ccccc2c(=O)[nH]1)Nc1ccc([N+](=O)[O-])cc1
(40) CCOC(=O)c1cc(NC(=O)CNCC(c2ccccc2)N(C)C)cc(C(=O)OCC)c1 (stereo not drawn)

Assay by compound	33	34	35	36	37	38	39	40
BH1578 lux ind	1.1	i	-0.4	-0.5	i	-1.3	i	i
PfHsp40 yeast	-0.7	/	0.5	1.7	0.3	/	-1.4	1.9
VHR inh abs	30	32	16	3	8	/	/	2
Anthrax LF inh2	2	-1	0	-2	-5	1	-7	0
CCHFV vOTU inh	1	-1	4	-9	1	5	1	3
SSB-PriA inh	-7	-1	-8	-10	-90	/	1	3
Y pestis TopoI	-8	0	-6	0	0	-7	-5	15
BoNT A protease	-0.6	-0.2	0.0	-0.1	-0.7	0.1	0.0	-1.6
TcdB GH inh	-0.2	1.8	/	/	/	-0.6	-6.9	7.7
SARS 3CLpro inh	-4	-6	6	-1	-1	/	/	-4

(41) Cc1cc(C)cc(NC(=O)CCc2nc3sc4c(c3c(=O)[nH]2)CCCC4)c1
(42) CCOC(=O)C1CCCN(C(=O)c2ccc3c(c2)N(C)C(=O)/C(=C/c2ccccc2Cl)S3)C1 (stereo not drawn)
(43) CCn1c(COc2ccccc2C)nnc1SCC(=O)N1CCC(C)CC1
(44) COc1ccc(C(=O)NNC(=S)Nc2ccccc2)cc1
(45) O=C(NC1(C(F)(F)F)C(=O)Nc2c1c(=O)[nH]c(=O)n2Cc1ccco1)C1CCCCC1 (stereo not drawn)
(46) CCC(Oc1ccccc1)C(=O)Nc1ccccc1C(=O)N1CCCCC1 (stereo not drawn)
(47) Cc1cc([N+](=O)[O-])ccc1NCc1ccco1
(48) CCc1nc2oc3ccccc3c(=O)c2c(=O)n1Cc1ccc(OC)cc1

Assay by compound	41	42	43	44	45	46	47	48
BH1578 lux ind	i	i	-1.0	i	i	i	i	-12
PfHsp40 yeast	0.2	-0.3	-0.6	-0.7	-1.9	-1.5	-0.7	-0.6
VHR inh abs	/	-3	33	13	15	10	-9	17
Anthrax LF inh2	-2	-1	5	-5	-5	1	2	-1
CCHFV vOTU inh	0	4	13	16	6	-7	11	2
SSB-PriA inh	-13	8	-7	-6	-10	-4	-1	-5
Y pestis TopoI	0	27	22	0	1	10	-16	0
BoNT A protease	1.9	1.6	0.1	-1.4	0.2	1.3	-0.5	-0.9
TcdB GH inh	1.5	1.7	/	1.0	/	0.0	0.5	/
SARS 3CLpro inh	/	4	0	6	6	-4	7	4

(49) COc1ncc(-c2ccc3c(c2)S(=O)(=O)c2cccc(C(=O)NCc4ccco4)c2C3=O)cn1
(50) O=C(CNC(=S)N(Cc1ccccc1F)C1CCCCC1)NCCN1CCOCC1
(51) Cc1cc(-c2ccccc2)[nH]c(=O)c1S(=O)(=O)c1ccccc1
(52) Cc1cc(=O)c2ccc3ccccc3c2[nH]1
(53) CCC(CC)C(=O)NCCc1cc2c(C)ccc(C)c2[nH]c1=O
(54) Cc1ccc(-c2nnc(NC(=O)C3=COCCO3)o2)c(C)c1
(55) CN1CCN(S(=O)(=O)c2cc(C(F)(F)F)ccc2Cl)CC1
(56) Cc1ccc(C(=O)NC(=O)OCCn2c(C)cnc2[N+](=O)[O-])cc1
(57) CC(=O)c1ccc(NC(=O)CC2Nc3cccc4cccc(c34)NC2=O)cc1 (stereo not drawn)
(58) COC(=O)C1=NN(c2cccc3ccccc23)C2C(=O)N(c3ccccc3OC)C(=O)C12 (stereo not drawn)
(59) O=C(Nc1cccc(Cl)c1)Nc1nc(-c2ccc(Cl)cc2)cs1

Assay by compound	49	50	51	52	53	54	55	56	57	58	59
BH1578 lux ind	-0.4	-0.5	-3.1	-0.3	0.0	i	i	i	-0.3	-0.7	-0.3
PfHsp40 yeast	0.2	2.0	-2.3	-0.4	0.9	-0.2	-2.1	-2.5	0.0	/	-1.1
VHR inh abs	/	30	14	37	-2	/	47	30	13	25	28
Anthrax LF inh2	-9	-3	1	-10	0	?	-27	-4	-7	/	7
CCHFV vOTU inh	2	10	-9	-5	9	0	-1	3	-1	5	-1
SSB-PriA inh	-8	1	-9	-5	-10	-6&-5	-7	-14	-18	-11	-1
Y pestis TopoI	9	3	6	-1	-5	0	2	7	-9	-7	16
BoNT A protease	-0.4	0.7	1.3	0.9	-0.6	?	-7.4	-0.4	-1.1	/	0.0
TcdB GH inh	-0.7	8.4	/	/	-0.7	0.7	0.4	15*	-1.0	0.3	/
SARS 3CLpro inh	/	5	0	-1	-1	/	0	-1	10	9	0

Only PfHsp40 yeast and Y pestis TopoI, for 2 of the compounds above:
nr	Structure	PfHsp40 yeast	Y pestis TopoI
7	COc1ccccc1NC(=O)CSc1nnc(CNC(=O)c2ccco2)n1C	-1.7	5
8	CSc1ncnc2c1ncn2CC(=O)C1CCC2C3CCC4=CC(=O)CCC4(C)C3CCC12C (stereo not drawn)	2.5	19

Some of the compounds tested, so the mix of outcomes need not match the whole.
